SENP1 FRET inh – SENP1 (human) catalytic domain inhibition; Q9P0U3; recombinant SENP1 catalytic domain, CyPet-SUMO1-YPet FRET cleavage; inhibition, % at 10 µM; actives 0.21% (n = 360,000); AID 624204;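 active = inhibition at least 30% at 10 µM, raw YFP signal under a set limit, fluorescence ratio 0.5 to 1.5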;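 note: 0% = enzyme with DMSO and 100% = no enzyme wells; some results filed as inactive read as strong as hits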
Target sequence (Q9P0U3 419-644 limits assumed): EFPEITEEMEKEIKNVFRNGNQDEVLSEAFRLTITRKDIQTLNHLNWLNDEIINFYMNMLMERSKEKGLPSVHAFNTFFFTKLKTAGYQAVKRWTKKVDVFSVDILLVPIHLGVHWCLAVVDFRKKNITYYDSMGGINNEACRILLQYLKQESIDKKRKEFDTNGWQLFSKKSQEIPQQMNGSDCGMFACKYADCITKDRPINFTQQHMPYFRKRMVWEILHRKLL
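Compound: 10 µM single point, 0.5% DMSO; Test system: hSENP1 catalytic domain, recombinant; Timing: 50 min reaction at room temperature; Technique: FRET, CFP and YFP emission; Control set: no-enzyme wells low, DMSO-plus-enzyme wells high control.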
Starred values were filed as active, the others as inactive.

SENP1 FRET inh	mol
5	Cc1cc([N+](=O)[O-])c2[nH]c(C(=O)N/N=C/c3ccccc3C(=O)O)c(-c3ccccc3)c2c1
2	CC(C)CC1C(=O)N(Cc2cn(CCC3OCCO3)nn2)CCS(=O)(=O)N1Cc1ccc(-c2cccc(N(C)C)c2)cc1 (stereo not given)
-43	COc1ccc(-c2cc(NC(C)=O)c3ncc(-c4cccc(C(F)(F)F)c4)n3c2)c(OC)c1
0	Cc1cccc(CC(=O)NCCS(=O)(=O)N2CCN(c3ccccc3)CC2)c1
2	COc1ccc(NC(=O)C2(C)Cc3c(-c4ccc(NC(C)=O)cc4)ccnc3O2)cc1 (stereo not given)
-2	OCCN1CCN(c2cc(-c3ccc(CO)cc3)nc3ccnn23)CC1
-33	Cc1ccc(S(=O)(=O)Nc2ccc(Nc3nccn4c(-c5ccc6ccccc6c5)cnc34)cc2)cc1
4	CCOC(=O)c1ccc(S(=O)(=O)Nc2ccccc2-c2nnn(CC)n2)cc1
1	COCc1c(C(=O)Nc2ccc(C)c(S(=O)(=O)N3CCOCC3)c2)oc2ccccc12
-2	Cc1cn([C@H]2C[C@H](O)[C@@H](/C=C/C(=O)NCCN3CCCCC3)O2)c(=O)[nH]c1=O
-1	C=C(CN(C)C)C(=O)c1ccc(C)cc1C
2	O=C(COc1ccccc1Cl)Nc1cc(Cl)ccc1O
3	COC(=O)c1ccc(CNC(=O)CN2C(=O)NC(Cc3ccccc3)(c3ccccc3)C2=O)cc1 (stereo not given)
4	CCCNC(=O)C1(C)CCCN(C(=O)c2sccc2C)C1 (stereo not given)
0	CN1CCN(c2ccc(CNC(=O)C3Cc4c(-c5ccc(Cl)cc5)ccnc4O3)cc2)CC1 (stereo not given)
3	Cc1ccc(S(=O)(=O)N2CCN(C(=O)COC(=O)/C=C/c3cccc(Cl)c3)CC2)c(C)c1
2	Cc1cc(C)c(S(=O)(=O)Nc2ccccc2)c(C)c1
1	C[C@@H]1CN([C@H](C)CO)C(=O)CCCn2nncc2CO[C@@H]1CN(C)C(=O)Nc1ccc(N2CCN(C)CC2)cc1
-4	CC1(C(=O)Nc2ccccc2)Cc2c(-c3cccc(C(F)(F)F)c3)ccnc2O1 (stereo not given)
-3	Cc1nc2cc(N3CCCCC3)c(NC(=O)c3ccncc3)cc2c(=O)n1Cc1ccccc1
1	COc1ccc(C(C)=NOC(=O)c2c(-c3ccccc3Cl)noc2C)cc1CN1CCOCC1
4	CN(C)CCN(C)C1CN(Cc2ccc([N+](=O)[O-])cc2)S(=O)(=O)C1 (stereo not given)
1	O=C(NC1CCOC1=O)OCc1ccccc1 (stereo not given)
2	CC1(C(=O)NCC(F)(F)F)CCN1C(=O)Cc1ccc(-c2ccccc2)cc1 (stereo not given)
-33	COc1ccc2cc3[n+](cc2c1O)CCc1cc2c(cc1-3)OCO2
1	CCN(CC)Cc1cc(C(C)(C)C)cc(N2CCOCC2)c1O
3	CCOC(=O)N1CCN(C(=O)C[C@@H]2C[C@@]3(C(=O)OCC)CCCC=C3N(Cc3ccc(Cl)cc3Cl)C2=O)CC1
1	CN(Cc1ccccc1)C(=O)c1ccc2nc([C@H]3C[C@H](O)[C@@H](CO)O3)[nH]c2c1
3	CCC(C(=O)NCc1ccccc1)n1c(Cc2cc(F)cc(F)c2)nc2ccccc21 (stereo not given)
0	CC1(C(=O)NCCc2ccccc2)Cc2c(-c3ccccc3)ccnc2O1 (stereo not given)
18	CC(C)(C)Cc1c(-c2cccc(Br)c2)nc2ccc(Br)cn12
1	Cc1cc(NC(=O)Cc2csc(-c3ccccc3)n2)ccc1Br
1	COc1ccc(S(=O)(=O)N2CCCCC2c2cc(C(=O)N3CCOCC3)no2)cc1 (stereo not given)
1	CN1C(=O)N(c2ccc(Cl)cc2)C(C)(O)CC1(C)C (stereo not given)
-4	CC(=O)C1(O)CCC2C3CC(C)C4=CC(=O)CCC4(C)C3CCC21C (stereo not given)
1	O=C(NC1CCCC1)c1nc(-c2ccco2)oc1-c1ccccc1
2	OC(CC(O)c1ccccc1)c1ccccc1 (stereo not given)
2	Cc1cccc(CN2CCN(C3CN(Cc4ccc([N+](=O)[O-])cc4)S(=O)(=O)C3)CC2)c1 (stereo not given)
0	O=C(O)c1ccc(NC(=O)C2CCN(S(=O)(=O)c3ccc4c(c3)OCCO4)CC2)cc1
-1	Cc1ccc(S(=O)(=O)N2CCN(C(=O)C3CCN(c4ncnc5sc(C)c(C)c45)CC3)CC2)c(C)c1
2	COCCCN1C(=O)C(CC(=O)NCc2ccco2)CC(C(=O)N(C)C)=C1C (stereo not given)
2	Cc1ccc(C(=O)NC(C)C(c2cccs2)N2CCOCC2)cc1C (stereo not given)
2	COc1cccc(C(NC(C)=O)c2nc(-c3cnc4ccccc4c3)cs2)c1 (stereo not given)
0	COc1ccccc1-c1ccc2c(c1)C(C)(Cc1cccc(F)c1)C(=O)N2 (stereo not given)
0	C[C@@H]1CN([C@@H](C)CO)C(=O)CCCn2nncc2CO[C@@H]1CN(C)S(=O)(=O)c1cccc(F)c1
1	COc1ccc(CN2C(=O)C(CC(=O)NCc3cccc4ccccc34)CC(C(=O)N(C)C)=C2C)cc1 (stereo not given)
3	CC(=O)N(C)c1ccc(N=Nc2ccc3ncccc3c2)cc1
0	C[C@@H]1CN([C@H](C)CO)C(=O)c2cc(NC(=O)Nc3ccc(F)cc3)ccc2O[C@@H](C)CCCCO[C@H]1CN(C)S(=O)(=O)c1cccs1

Three successive compounds from above, quoted:
SENP1 FRET inh	mol
1	COc1ccc(CN2C(=O)C(CC(=O)NCc3cccc4ccccc34)CC(C(=O)N(C)C)=C2C)cc1 (stereo not given)
3	CC(=O)N(C)c1ccc(N=Nc2ccc3ncccc3c2)cc1
0	C[C@@H]1CN([C@H](C)CO)C(=O)c2cc(NC(=O)Nc3ccc(F)cc3)ccc2O[C@@H](C)CCCCO[C@H]1CN(C)S(=O)(=O)c1cccs1

3 entries drawn at random from those above:
SENP1 FRET inh	mol
0	C[C@@H]1CN([C@@H](C)CO)C(=O)CCCn2nncc2CO[C@@H]1CN(C)S(=O)(=O)c1cccc(F)c1
3	CC(=O)N(C)c1ccc(N=Nc2ccc3ncccc3c2)cc1
2	Cc1ccc(C(=O)NC(C)C(c2cccs2)N2CCOCC2)cc1C (stereo not given)

Among those listed so far, these have a COOH group:
SENP1 FRET inh	mol
5	Cc1cc([N+](=O)[O-])c2[nH]c(C(=O)N/N=C/c3ccccc3C(=O)O)c(-c3ccccc3)c2c1
0	O=C(O)c1ccc(NC(=O)C2CCN(S(=O)(=O)c3ccc4c(c3)OCCO4)CC2)cc1

New compounds follow
SENP1 FRET inh	mol
-2	CN(C)C(=S)NC(=S)Nc1ccc2ccccc2c1
-5	Cc1cc(=O)oc2cc(OCc3ccc(C(=O)N4CCN(c5ccc([N+](=O)[O-])cc5)CC4)cc3)ccc12
3	CC(Sc1nc(-c2ccccc2)c(-c2ccccc2)[nH]1)C(=O)NCC1CCCO1 (stereo not given)
-2	CC(=O)c1cccc(NC(=O)C2CCCN2S(=O)(=O)c2ccccc2C(F)(F)F)c1 (stereo not given)
-2	CCCCCCN1CCN(C2CN(Cc3cn(Cc4ccc(C)cc4)nn3)S(=O)(=O)C2)CC1 (stereo not given)
-7	C=CCNc1ncnc2c1ncn2[C@H]1CN(Cc2ccccc2)C[C@@H](COC(C)=O)O1
-2	CCC(=O)N(C)C[C@H]1Oc2ncc(C#Cc3cccnc3)cc2C(=O)N([C@@H](C)CO)C[C@@H]1C
1	CCn1c([N+](=O)[O-])nc2c1c(=O)[nH]c(=O)n2C
1	CCN(CC)S(=O)(=O)c1ccc(N2CCOCC2)c(NC(=O)CN2C(=O)NC3(CCCC3)C2=O)c1
1	COC(=O)[C@]12CCCCC=C1N(CCC1=CCCCC1)C(=O)[C@H](CC(=O)N1CCC(c3ccccc3)CC1)C2
2	COc1ccc(Cl)c(-c2cc(C(=O)NCc3ccco3)[nH]n2)c1
3	CCOC1=C2CN(S(=O)(=O)c3ccc(C)cc3)[C@H](c3ccccc3)C[C@@H]2N(S(=O)(=O)c2ccccc2)[C@H](c2ccccc2)C1
3	CCc1ccc(/C=C2/SC(=S)N(CCCC(=O)Nc3cccc(C(=O)O)c3)C2=O)cc1
1	O=C(COC(=O)Cn1cnc2ccccc2c1=O)Nc1cc(Cl)ccc1[N+](=O)[O-]
2	Cn1c(=O)c2[nH]c(SCCN3CCCCC3)nc2n(C)c1=S
0	CCc1nc2c(OCc3ccc(Cl)cc3Cl)cccn2c1N(C)C(=O)C(C)C
0	O=C(Nc1ccc(C(=O)N2CCCC2)cc1)C1CCC1
2	OCC1OC(n2cnc3c(N4CCCCC4)ncnc32)C(O)C1O (stereo not given)
1	CCOC1=C2CN(S(=O)(=O)c3ccc(C)cc3)C(c3ccc(CC)cc3)CC2n2c(=O)n(-c3ccccc3)c(=O)n2C1 (stereo not given)
2	O=C(O)c1ccc(Cn2cnc3c(=S)nc[nH]c32)cc1
4	CCCNC(=O)C1(C)CCCN(C(=O)/C=C/c2ccccc2)C1 (stereo not given)
-4	N#CC1=C2SCC(O)(c3ccccc3)N2C(=O)CC1c1cccs1 (stereo not given)
-1	COc1cc(OC)nc(Nc2nc(C(N)Cc3ccccc3)cs2)n1 (stereo not given)
0	COc1ccc(-c2ccc(C(=O)Nc3cccc(C(C)=O)c3)c3occc23)c(C)c1
5	OC(c1ccccc1)(c1ccccc1)C1CCN(CCCOc2ccc3c(c2)CCCC3)CC1
3	COCCN(C(=O)C(C)N1C(=O)c2ccccc2C1=O)c1c(N)n(CC(C)C)c(=O)[nH]c1=O (stereo not given)
0	COc1cc(CNC(=O)c2cc(-c3ccc(F)cc3C)n[nH]2)cc(OC)c1
0	CCCCN(C=O)c1c(CC)nc2ccc(C(=O)N3CCN(S(=O)(=O)CC)CC3)cn12
3	COc1cccc(CNc2nc(NCc3ccccc3OC)nc3ccsc23)c1
2	CCOC(=O)Nc1ccc(OC(=O)Oc2ccc(NC(=O)OCC)cc2)cc1
1	CC(C)C[C@H]1CN(CCCC[C@@H]2CNC(=O)C(=O)N2Cc2ccccc2)C(=O)C(=O)N1Cc1ccccc1
0	O=C(NC1CCOC1=O)c1ccccc1 (stereo not given)

As entered above.
SENP1 FRET inh with OC(c1ccccc1)(c1ccccc1)C1CCN(CCCOc2ccc3c(c2)CCCC3)CC1 : 5
SENP1 FRET inh with CCOC(=O)Nc1ccc(OC(=O)Oc2ccc(NC(=O)OCC)cc2)cc1 : 2
SENP1 FRET inh with COc1cc(CNC(=O)c2cc(-c3ccc(F)cc3C)n[nH]2)cc(OC)c1 : 0
SENP1 FRET inh with COCCN(C(=O)C(C)N1C(=O)c2ccccc2C1=O)c1c(N)n(CC(C)C)c(=O)[nH]c1=O (stereo not given) : 3
SENP1 FRET inh with COc1cccc(CNc2nc(NCc3ccccc3OC)nc3ccsc23)c1 : 3

Going on with the list.
SENP1 FRET inh	mol
2	COC(=O)[C@]12CCCCC=C1N(Cc1ccc(Cl)cc1Cl)C(=O)[C@H](CC(=O)NCc1cccc3ccccc13)C2
1	CC1(C(=O)NCc2ccco2)Cc2c(-c3ccc(C(N)=O)cc3)ccnc2O1 (stereo not given)
2	C[C@H](NC(=O)c1ncn2c1c(=O)[nH]c1ccc(Br)cc12)c1ccccc1
3	NC(=Nc1nc(-c2ccccn2)cc2ccccc12)c1ccccn1
1	C=CCOc1ccc(Cl)cc1-c1noc(-c2csc([C@H]3C[C@H](O)[C@@H](CO)O3)n2)n1
0	CC(C)(C)OC(=O)NCCc1nc(NC(=O)OCc2ccccc2)sc1C(=O)O
-1	CC(C)C[C@H]1CNC(=S)N1CC1CCCN1C[C@H](Cc1ccc(O)cc1)N1C[C@H](Cc2ccccc2)N(CC2CCCCCC2)C1=S (stereo not given in full)
1	CC1(C(=O)NC2CCCCCC2)CCN1C(=O)C1(c2ccccc2)CC1 (stereo not given)
3	Cc1cc([N+](=O)[O-])c(=O)[nH]c1C
4	O=C1c2ccccc2C(c2nnnn2-c2ccc3c(c2)OCCO3)N1Cc1cccs1 (stereo not given)
-12	O=C1C=CC(=O)N1c1cccc2cccnc12
2	O=C(c1cccc(Br)c1)c1nc2ccccc2[nH]c1=O
-7	CC(=O)CC1c2cc(F)ccc2C=C(c2ccsc2)N1c1ccc(C#Cc2cncn2C)cc1 (stereo not given)
-1	CCc1cnc(Nc2nc(C(N)c3ccccc3Cl)cs2)nc1 (stereo not given)
1	CC(C)C[C@@H](CN1CCC[C@@H]1CN1C(=S)NC[C@@H]1Cc1ccc(O)cc1)N1C[C@H](Cc2ccc(O)cc2)N(CC2CCCCC2)C1=S
-1	O=C(NCc1ccccc1)C(C1CC1)n1c(Cc2cc(F)cc(F)c2)nc2ccccc21 (stereo not given)
2	CCc1cccc(NC(=O)c2cc(S(=O)(=O)N3CCCCC3)ccc2N2CCOCC2)c1
0	COc1ccc(CNC(=O)C2(C)Cc3c(-c4ccc(N(C)C)cc4)ccnc3O2)cc1OC (stereo not given)
0	C=CCCC(=O)N1C[C@H]2CON(C)[C@H]2C[C@H]1c1ccc(Br)cc1
1	CC1(c2ccccc2)CC(c2ccccc2)=C(C#N)C(=O)N1 (stereo not given)
2	C/C(CC(=O)NC1CCCC1)=N\NC(=O)c1ccc([N+](=O)[O-])c(Cl)c1
0	CC1CC(C)(C)NC2(CCCC2)N1 (stereo not given)
-7	CCc1nc2ccc(C(=O)N3CCN(C(=O)c4ccco4)CC3)cn2c1N(C)CCC(C)C
-2	Cc1c(C(=O)NCc2ccccc2C(F)(F)F)sc(=O)n1Cc1ccc2c(c1)OCO2
-1	CCCNC(=O)C1(C)CCN(C(=O)c2ccc(F)c(Cl)c2)C1 (stereo not given)
-1	COc1ccc(CN2C(=O)CSCC2(C)C(=O)NC(C)C)cc1 (stereo not given)
3	O=C(NCC1CCCCC1)c1ccc2nc([C@@H]3O[C@H](CO)[C@@H](O)[C@H]3O)[nH]c2c1
0	O=C1C=CC(=O)N1c1ccc(OC(F)F)cc1
1	CCCCN(CCCC)c1nn[nH]n1
-12	COC(=O)C1=C(C(=O)OC)C(c2cc(Br)ccc2O)c2sc(=O)[nH]c2S1 (stereo not given)

Bioassay records deposited in PubChem by Sanford-Burnham Center for Chemical Genomics.

Some of the compounds tested. The share of hits here may be higher or lower than overall.
